aSyn yeast inh – alpha-synuclein toxicity inhibition in yeast | Potency, µM (titrated, usually from 46.1 µM), for the others: at the highest dose growth rescue (activation), usual class: activators | AID 652106 | Yeast expressing alpha-synuclein, growth rescue, BacTiter-Glo, 24 h | 370,000 tested, 0.14% active; further: potency means the concentration at half of the fitted maximal effect; % of control where 0% means no effect; nearly all actives have a fitted effect of over 65% in size
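Readout is rescue of growth in alpha-synuclein-expressing yeast, so inhibitors of toxicity appear as activators. Growth after 24 hr at 30 deg C in galactose medium is quantified by luminescence.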
FUS yeast rescue – FUS proteinopathy suppression in yeast; S. cerevisiae FUS-expressing, growth rescue, OD600, 24 h; Potency, µM (top dose mostly 76.6 µM), inactives show at the top dose growth rescue (activation), usual class: activators; 390,000 tested, 0.24% active; AID 1347120;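 further: potency means the concentration at half of the fitted maximal effect; plate controls were DMSO vehicle for no effect and reference control for full effect; nearly all actives have a fitted effect of over 55% in size; some results filed as inactive show a strong effect at the top dose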
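S. cerevisiae expressing FUS from galactose induction served as the toxicity model. Growth after 24hr at 30C, read as absorbance at 600 nm, indicates suppression of toxicity; compounds dosed at several concentrations.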
pAkt inh – blocks phosphorylation of Akt | Neuro2A IGF-stimulated pAkt S473 HTRF, 20 min; hits give low values | activity change, % for hits at 50 µM | 360,000 tested, 0.32% active | AID 651550; in the data active means activity change below about -80%; inconclusive means mostly about -51% to -80%; further: on the % scale 0 is the no-effect control and ±100 the full control effect
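Neuro2A cells in DMEM with 0.5% FBS, overnight at 37 deg C, given compound at single 50 µM final, then IGF (6 nM final) for 20 min at 37 deg C. Lysed; phospho-Akt Ser473 by HTRF after 24 h, 665/615 ratio.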
MmCpn inh – inhibitors of Methanococcus maripaludis chaperonin (MmCpn); Potency, µM (top dose mostly 76.9 µM), for inactives: at the top dose activity, negative = inhibition, most hits filed as inhibitors; 330,000 tested, 0.031% active; purified Mm-Cpn ATPase, ADP Transcreener TR-FRET; further: potency means the concentration at half of the fitted maximal effect; on the % scale 0 is the no-effect control and ±100 the full control effect; nearly all actives have a fitted effect of over 80% in size
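ATP (10 uM final) was added to archaeal chaperonin (25 nM final) after 10 min exposure to test compound at 37°C; after 30 min further incubation, ADP was detected by competitive TR-FRET.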
TDP43 rescue – TDP-43 toxicity inhibition in yeast. AID 652104. Potency, µM (titrated, usually from 46.1 µM), for the others: top-dose growth rescue (activation), most hits filed as activators. 410,000 tested, 1.8% active. TDP-43 expressing yeast growth rescue, BacTiter-Glo, 24 h; further: potency means the concentration at half of the fitted maximal effect; % of control where 0% means no effect; nearly all actives have a fitted effect of over 50% in size
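Growth rescue of TDP-43-toxic yeast measured as ATP luminescence (BacTiter-Glo). Cells grown to mid-log in raffinose, induced in galactose at OD600=0.02, exposed to compound 24 hr at 30 deg C.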
Abeta rescue – A-beta toxicity reversal in yeast | yeast expressing A-beta42, growth rescue, OD600, 48 h; response scale: 0% DMSO, 100% iron-clioquinol control | Potency, µM (titrated, usually from 46.1 µM), inactives show top-dose growth rescue, usual class: activators | 410,000 tested, 0.063% active | AID 1347071; further: potency means the concentration at half of the fitted maximal effect; nearly all actives have a fitted effect of over 55% in size
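Yeast growth medium received pinned compounds, then yeast cells expressing toxic A-beta were added; plates incubated at 30 C for 48 hr. Growth read as absorbance at 600 nm, normalized to DMSO and equimolar FeCl3 plus clioquinol controls.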
GLP1R cytotox – cytotoxic in the GLP-1 receptor inverse agonist counter-screen; HEK293 cAMP-luciferase reporter cells, luminescence, 24 h; Potency, µM (doses to about 38.3 µM), for inactives: top-dose activity change, negative = inhibition, usual class: inhibitors; 410,000 tested, 0.13% active; AID 624418;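 further: loss of luciferase light is scored as toxicity; potency means the concentration at half of the fitted maximal effect; on the % scale 0 is the no-effect control and ±100 the full control effect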
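Luminescence readout: signal drop marks cytotoxicity. Plated cells grew 12 h at 37 °C, 5% CO2, received 23 nL compound for 24 h, then got luciferase reagent, read after 12 min at RT.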
GLP-1R inv ag – GLP-1 receptor (human) inverse agonism; P43220; HEK293 GLP-1R CRE-luciferase, luminescence, 24 h; GLP-1R form is constitutively active; Potency, µM (titrated, usually from 38.3 µM), without a hit: at the top dose activity change, negative = inhibition, most hits filed as inhibitors; 410,000 tested, 1.6% active; further: potency means the concentration at half of the fitted maximal effect; on the % scale 0 is the no-effect control and ±100 the full control effect; nearly all actives have a fitted effect of over 55% in size
Target sequence (P43220 whole entry, looked up): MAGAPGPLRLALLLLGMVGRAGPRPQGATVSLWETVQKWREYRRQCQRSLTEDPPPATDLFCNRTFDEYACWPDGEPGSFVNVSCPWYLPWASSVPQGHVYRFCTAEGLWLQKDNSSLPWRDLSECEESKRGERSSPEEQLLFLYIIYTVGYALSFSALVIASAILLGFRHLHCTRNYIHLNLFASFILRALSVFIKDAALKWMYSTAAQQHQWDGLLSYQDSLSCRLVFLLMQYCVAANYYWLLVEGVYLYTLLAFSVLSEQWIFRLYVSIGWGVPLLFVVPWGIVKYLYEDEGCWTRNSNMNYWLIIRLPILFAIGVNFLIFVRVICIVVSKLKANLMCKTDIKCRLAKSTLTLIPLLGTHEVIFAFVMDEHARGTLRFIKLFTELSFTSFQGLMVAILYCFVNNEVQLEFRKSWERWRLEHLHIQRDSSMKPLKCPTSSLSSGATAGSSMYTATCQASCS
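Readout was luciferase luminescence, measured 12 min after detection reagent at room temperature. Beforehand, GLP-1R reporter HEK293 cells had sat 12 h, then received compounds for 24 hr at 37 deg C.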
PTHR1 agonist – agonists of human PTHR1 parathyroid hormone receptor | Q03431 | HEK293 GP2 PTHR1 cells, GloSensor cAMP luminescence, 1 h | Potency, µM (titrated, usually from 115 µM), inactives show at the top dose activation, most hits filed as activators | 410,000 tested, 0.075% active | AID 743266; further: potency means the concentration at half of the fitted maximal effect; nearly all actives have a fitted effect of over 55% in size; some results filed as inactive show a strong effect at the top dose; inactives centre near -15; many of its hits are not listed in these tables
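HEK-293-derived GP2 cells expressing PTHR1 and a GloSensor cAMP reporter, 3,000/well, plated overnight, given luciferin plus IBMX (each 0.5 mM as added) for 1 h at 37 °C, then compound for 1 h at 37 °C. Luminescence was read after 15 min at room temperature.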
Numbers without * were called inactive; i = inactive; ? = inconclusive; · = no result given; & = joins results of further samples; [ ] = remark or other dose. Unless noted, the call rests on the fitted dose curve; in most records, active means well fitted curve in the direction sought with a large enough effect; inconclusive means small, poorly fitted or top-dose-only effect, or another doubt; inactive means no such curve, though single readings can be large; an effect the other way counts as inactive or inconclusive.

entry	smiles	Abeta rescue	PTHR1 agonist	FUS yeast rescue	GLP1R cytotox	pAkt inh	TDP43 rescue	aSyn yeast inh	MmCpn inh	GLP-1R inv ag
1	CCNc1nnc(-c2ccncc2)s1	4%	-1%	-8%	2%	i	-7%	-2%	-1%	16%
2	Cc1c(C(=O)N2CC[C@@H](N3CCC(O)CC3)[C@H](O)C2)[nH]c2ccc(Cl)cc12	5%	i	9%	7%	i	-4%	-2%	0%	-67%
3	N#Cc1c(/N=C/c2cccs2)sc2c1CCC2	1%	-21%[57.5 µM]	19%	-3%	i	18%	-5%	-1%	6%
4	COC(=O)c1cc(NC(=O)N2c3ccccc3Sc3ccccc32)cc(C(=O)OC)c1	12%	-9%[57.5 µM]	24%	8%	i	3%	?	-9%	0%
5	Cc1cc(NC(=O)COC(=O)CCCOc2ccc(Cl)cc2C)no1	10%	-23%[57.5 µM]	39%	68%[activator]	i	26%	14%	0%	2%
6	O=S(=O)(c1ccc(Cl)cc1)N1CCN(c2nc(-c3cccs3)nc3ccccc23)CC1	-38%[inhibitor]	i	-26%	-6%	i	-8%	7%&1%&3%&3%	2%	10%
7	Cc1occc1C(=O)N/N=C/C=C\c1ccccc1[N+](=O)[O-]	-10%	-14%	3%	9%[7.66 µM]	i	20%[9.22 µM]	-3%	0%	6%[7.66 µM]
8	COc1cccc(C2C3=C(CC(C)(C)CC3=O)Nc3n[nH]c(C)c32)c1 (configuration not stated)	-1%	i	4%	-23%	i	11%	1%	-1%	-8%
9	Cc1cc(C)n(-c2nc(N(C)C)nc(N3CCOCC3)n2)n1	-2%	i	13%	?	i	-2%	2%	3%	0%
10	CN(CC(=O)Nc1ccccc1C(F)(F)F)C(=O)C1CCN(S(=O)(=O)c2ccc3c(c2)OCCO3)CC1	-4%	-11%	5%	-2%	i	3%	2%	-2%	-4%
11	COc1ccc(Nc2nnc(-c3ccc(C)c(S(N)(=O)=O)c3)c3ccccc23)cc1	-10%	-16%	15%	2%	·	4%	·	·	-7%
12	Cc1ccc(NC(=O)CSc2nc3c([nH]c4ccccc43)c(=O)n2C)cc1	-7%	-47%[inhibitor]	-10%	-7%	i	4%	-4%	-1%	59%[activator]
13	COCC1CCCCN1C(=O)c1ccc2nc(Cc3ccc(OC)c(OC)c3)oc2c1 (configuration not stated)	0%	i	14%	-5%	i	19%	8%	1%	95%[activator]
14	CCN(C(=O)COc1cc(=O)n(C)c2ccccc12)c1cccc(Cl)c1	-7%	-19%	13%	-26%	·	-9%	·	0%	3%
15	CC(=O)Nc1ccc(NC(=O)C(Cc2ccccc2)NC(=O)C2CCC(C)CC2)cc1 (configuration not stated)	4%	i	·	-17%	i	0%	0%	1%	3%
16	Cc1cc(OC(=O)c2cccc([N+](=O)[O-])c2)c(C)cc1CN1CCOCC1	11%	-38%	15%	-8%	i	-17%	-8%	0%	-20%
17	Cc1ccc(/C=C2/C(=N)N3N=C(CC(=O)N4CCCC4)SC3=NC2=O)cc1	-5%	i	-4%	2%	i	-10%	-9%	-10%	-1%
18	Cc1ccc2nc(Cl)c3cc(C(=O)N(C)C4CCCCC4)sc3c2c1	3%	-2%	-29%	-12%	·	19%	·	·	-1%
19	CCCCN(C(=O)CSc1nc2ccccc2s1)c1c(N)n(CCCC)c(=O)[nH]c1=O	0%	i	?	-11%	i	-4%	-1%	-1%	-11%
20	Nc1ccn([C@@H]2O[C@H](C(=O)NCCCN3CCCC3=O)[C@@H](O)[C@H]2O)c(=O)n1	-11%	-9%	-13%	5%	i	12%	-4%	·	15%

Complete entries, looked up by structure. Screens in order: Abeta rescue | PTHR1 agonist | FUS yeast rescue | GLP1R cytotox | pAkt inh | TDP43 rescue | aSyn yeast inh | MmCpn inh | GLP-1R inv ag
COc1ccc(Nc2nnc(-c3ccc(C)c(S(N)(=O)=O)c3)c3ccccc23)cc1 is listed as -10% | -16% | 15% | 2% | · | 4% | · | · | -7%
Cc1ccc(NC(=O)CSc2nc3c([nH]c4ccccc43)c(=O)n2C)cc1 is listed as -7% | -47%[inhibitor] | -10% | -7% | i | 4% | -4% | -1% | 59%[activator]

Some of the entries above in another layout:
2. Cc1c(C(=O)N2CC[C@@H](N3CCC(O)CC3)[C@H](O)C2)[nH]c2ccc(Cl)cc12
3. N#Cc1c(/N=C/c2cccs2)sc2c1CCC2
4. COC(=O)c1cc(NC(=O)N2c3ccccc3Sc3ccccc32)cc(C(=O)OC)c1
5. Cc1cc(NC(=O)COC(=O)CCCOc2ccc(Cl)cc2C)no1
6. O=S(=O)(c1ccc(Cl)cc1)N1CCN(c2nc(-c3cccs3)nc3ccccc23)CC1
7. Cc1occc1C(=O)N/N=C/C=C\c1ccccc1[N+](=O)[O-]
8. COc1cccc(C2C3=C(CC(C)(C)CC3=O)Nc3n[nH]c(C)c32)c1 (configuration not stated)
9. Cc1cc(C)n(-c2nc(N(C)C)nc(N3CCOCC3)n2)n1
10. CN(CC(=O)Nc1ccccc1C(F)(F)F)C(=O)C1CCN(S(=O)(=O)c2ccc3c(c2)OCCO3)CC1
11. COc1ccc(Nc2nnc(-c3ccc(C)c(S(N)(=O)=O)c3)c3ccccc23)cc1

entry no.,2,3,4,5,6,7,8,9,10,11
Abeta rescue,5%,1%,12%,10%,-38%[inhibitor],-10%,-1%,-2%,-4%,-10%
PTHR1 agonist,i,-21%[57.5 µM],-9%[57.5 µM],-23%[57.5 µM],i,-14%,i,i,-11%,-16%
FUS yeast rescue,9%,19%,24%,39%,-26%,3%,4%,13%,5%,15%
GLP1R cytotox,7%,-3%,8%,68%[activator],-6%,9%[7.66 µM],-23%,?,-2%,2%
pAkt inh,i,i,i,i,i,i,i,i,i,·
TDP43 rescue,-4%,18%,3%,26%,-8%,20%[9.22 µM],11%,-2%,3%,4%
aSyn yeast inh,-2%,-5%,?,14%,7%&1%&3%&3%,-3%,1%,2%,2%,·
MmCpn inh,0%,-1%,-9%,0%,2%,0%,-1%,3%,-2%,·
GLP-1R inv ag,-67%,6%,0%,2%,10%,6%[7.66 µM],-8%,0%,-4%,-7%

12. Cc1ccc(NC(=O)CSc2nc3c([nH]c4ccccc43)c(=O)n2C)cc1
13. COCC1CCCCN1C(=O)c1ccc2nc(Cc3ccc(OC)c(OC)c3)oc2c1 (configuration not stated)
14. CCN(C(=O)COc1cc(=O)n(C)c2ccccc12)c1cccc(Cl)c1

entry no.,12,13,14
Abeta rescue,-7%,0%,-7%
PTHR1 agonist,-47%[inhibitor],i,-19%
FUS yeast rescue,-10%,14%,13%
GLP1R cytotox,-7%,-5%,-26%
pAkt inh,i,i,·
TDP43 rescue,4%,19%,-9%
aSyn yeast inh,-4%,8%,·
MmCpn inh,-1%,1%,0%
GLP-1R inv ag,59%[activator],95%[activator],3%

The list is partial, so the mix of outcomes need not match the whole.
